High-throughput results from PubChem BioAssay.
Menin-MLL TR inh – displaces Texas Red mutant MLL peptide from human menin. 0.23% of 270,000 active. Potency, µM (top dose mostly 61.6 µM), without a hit: top-dose FP activity change, negative = inhibition, usual class: inhibitors. AID 1768. O00255. Menin + Texas Red MLL mutant peptide, fluorescence polarization; active means well fitted inhibition curve with a large enough effect in the polarisation, with a control signal flat, not every such curve was filed as active; inconclusive means small, poorly fitted or top-dose-only effect, or effect the other way, or a change in a side signal; inactive means no such curve, though single readings can be large or run the other way; the % refers to the polarisation; further: potency means the concentration at half of the fitted maximal effect; % of control where 0% means no effect; many of its hits are not listed in these tables
FLuc counter – counter-screen for miR-21 project: firefly luciferase inhibitors or activators; AID 588342; 6.9% of 360,000 active; purified FLuc, Km substrates, luminescence inhibition; Potency, µM (highest dose often 57.5 µM), for the others: at the highest dose activity change, negative = inhibition, hits mostly inhibitors;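 further: potency means the concentration at half of the fitted maximal effect; plate controls were vehicle for no effect and reference inhibitor for full effect; nearly all actives have a fitted effect of over 55% in size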
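Purified P. pyralis luciferase, 10 nM final, with Km-level 10 uM D-luciferin and 10 uM ATP in 50 mM Tris acetate pH 7.5, 10 mM Mg acetate, 0.01% Tween-20, 0.05% BSA; 6-point qHTS titration about 60 µM downward; luminescence read.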
BRCA1 expr act – increases BRCA1 expression. MCF7-BRCA1-FFLuc reporter, luminescence, 48 h; response scale: scaled: vehicle 0%, 10 µM genistein 100%. Potency, µM (top dose mostly 46.1 µM), for the others: at the highest dose activation, most hits filed as activators. 1.1% of 380,000 active; further: potency means the concentration at half of the fitted maximal effect; nearly all actives have a fitted effect of over 80% in size; some results filed as inactive show a strong effect at the top dose
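MCF7-BRCA1-FFLuc cells, 2000/well in phenol-red-free MEM, attached 2 h then treated 48 h at 37 C. Luciferase luminescence read 15 min after reagent; normalized to genistein maximum activation (10microM) and DMSO, concentration-response fitted.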
VP16 counter – counter-screen for ROR gamma inhibitors: Gal4-VP16 reporter; Drosophila S2 Gal4-VP16 UAS-luciferase, luminescence, 20 h; Potency, µM (series often up to 53.6 µM), inactives show top-dose activity, negative = inhibition, usual class: inhibitors; 3.5% of 310,000 active; AID 2546;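 further: Gal4-VP16 expression switched on by copper sulfate through the metallothionein promoter; potency means the concentration at half of the fitted maximal effect; on the % scale 0 is the no-effect control and ±100 the full control effect; nearly all actives have a fitted effect of over 50% in size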
PKM2 activator – PKM2 (human) enzyme activation. AID 1631. P14618. purified PKM2, Kinase-Glo ATP luminescence, activation; response scale: 0% is enzyme alone, no compound. Potency, µM (top dose mostly 57.5 µM), for inactives: at the highest dose activation, actives largely listed as activators. 0.34% of 260,000 active; further: potency means the concentration at half of the fitted maximal effect; on the % scale 0 is the no-effect control and ±100 the full control effect; nearly all actives have a fitted effect of over 55% in size
Target sequence (P14618 whole entry, looked up): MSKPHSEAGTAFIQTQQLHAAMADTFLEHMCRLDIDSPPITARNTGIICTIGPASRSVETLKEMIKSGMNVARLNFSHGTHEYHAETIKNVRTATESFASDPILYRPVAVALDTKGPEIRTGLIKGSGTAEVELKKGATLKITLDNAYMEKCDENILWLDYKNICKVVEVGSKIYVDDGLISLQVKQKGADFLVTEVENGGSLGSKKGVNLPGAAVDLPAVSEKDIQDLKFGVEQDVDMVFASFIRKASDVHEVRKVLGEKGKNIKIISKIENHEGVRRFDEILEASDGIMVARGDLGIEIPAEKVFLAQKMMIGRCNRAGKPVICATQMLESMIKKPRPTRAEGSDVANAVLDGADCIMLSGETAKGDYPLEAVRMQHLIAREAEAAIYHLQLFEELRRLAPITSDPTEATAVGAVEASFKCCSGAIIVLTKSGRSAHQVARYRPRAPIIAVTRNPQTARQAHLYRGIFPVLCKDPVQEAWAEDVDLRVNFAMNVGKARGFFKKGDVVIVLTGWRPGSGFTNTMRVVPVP
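Purified hPK-M2 (>95% pure) converted ADP (0.1 mM final) to ATP with 0.5 mM PEP in 50 mM imidazole pH7.2, KCl, MgCl2, Tween 20, BSA; 1 h at room temperature. ATP detected by Kinase-Glo luminescence.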
NPC1 prom act – NPC1 promoter activation. Huh7 NPC1 promoter luciferase reporter, 24 h. Potency, µM (highest dose often 9.22 µM), inactives show at the top dose activation, most hits filed as activators. 2.4% of 320,000 active. AID 485313;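 further: potency means the concentration at half of the fitted maximal effect; % of control where 0% means no effect; nearly all actives have a fitted effect of over 60% in size; reporter is driven by a mutant NPC1 promoter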
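Luminescence read-out of NPC1 promoter-driven luciferase in stably transfected Huh7 cells; compounds delivered in DMSO and left 24 h at 37C, 5% CO2, qHTS titration format.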
ELG1 genotoxic – inducers of genotoxicity in HEK293T ELG1-luciferase cells; HEK293T ELG1-luciferase reporter, luminescence, 16 h; Potency, µM (doses to about 46 µM), for inactives: at the top dose activity change, positive = activation, usual class: activators; 1.3% of 330,000 active; further: potency means the concentration at half of the fitted maximal effect; % of control where 0% means no effect; nearly all actives have a fitted effect of over 60% in size
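Cells (2,000/well) expressing the ELG1-luciferase fusion are dosed by pin tool and kept 16 hr at 37 °C, 5% CO2. Signal comes from ONE-Glo luciferase reagent after 30 min at room temperature.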
p53 reactivation – mutant p53 re-activation in reporter cells | Potency, µM (doses to about 92.2 µM), for inactives: top-dose activity change, positive = activation, actives largely listed as activators | 0.063% of 320,000 active | H1299 p53-A138V BP100-luciferase reporter, luminescence, 24 h; further: potency means the concentration at half of the fitted maximal effect; % of control where 0% means no effect; nearly all actives have a fitted effect of over 45% in size
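H1299 (p53-null), stable ts p53-A138V + BP100-Luc; 1000 cells/well, Opti-MEM/10% FBS; cpd 4 pt, 1:5; 24 h, 37 deg C, 5% CO2; detection reagent 10 min RT; luminescence.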
Giardia kill – Giardia lamblia killing; Giardia lamblia trophozoite viability; activity change, % at 7.66 µM, hits read low; 0.15% of 340,000 active; in the data active means activity change below about -80%; inconclusive means between about -30% and that limit;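 further: parasites exposed to compound for two days anaerobically before the ATP read; on the % scale 0 is the no-effect control and ±100 the full control effect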
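Luminescent ATP signal served as the viability read-out, measured 15-30 min after adding ATP detection reagent to trophozoites that had been incubated with compounds for 48 hrs at 37 deg C anaerobically at 100 cells/well.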
RORg inh – inhibitors of mouse ROR gamma transcriptional activity | P51450 | Drosophila S2 Gal4-RORgamma UAS-luciferase reporter, 20 h | Potency, µM (series often up to 53.6 µM), for the others: top-dose activity change, negative = inhibition, hits mostly inhibitors | 5.4% of 310,000 active | AID 2551; further: potency means the concentration at half of the fitted maximal effect; on the % scale 0 is the no-effect control and ±100 the full control effect; nearly all actives have a fitted effect of over 60% in size
Target sequence (P51450 whole entry, looked up, the tested form may be a part): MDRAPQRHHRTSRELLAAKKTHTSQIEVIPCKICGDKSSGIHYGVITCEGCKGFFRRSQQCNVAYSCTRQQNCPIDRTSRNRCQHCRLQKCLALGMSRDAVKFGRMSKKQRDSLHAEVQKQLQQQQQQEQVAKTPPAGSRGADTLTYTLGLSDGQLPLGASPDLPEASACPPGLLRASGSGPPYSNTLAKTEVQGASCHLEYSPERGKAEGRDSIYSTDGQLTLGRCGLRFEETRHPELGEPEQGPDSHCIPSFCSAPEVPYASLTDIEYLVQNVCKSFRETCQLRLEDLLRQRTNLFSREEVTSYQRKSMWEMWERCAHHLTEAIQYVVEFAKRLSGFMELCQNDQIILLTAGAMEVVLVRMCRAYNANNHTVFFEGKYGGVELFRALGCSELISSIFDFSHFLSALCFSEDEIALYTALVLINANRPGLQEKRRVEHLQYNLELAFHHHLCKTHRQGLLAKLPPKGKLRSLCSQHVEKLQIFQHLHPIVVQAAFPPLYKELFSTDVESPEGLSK
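Compounds are pin-transferred onto Drosophila Schneider cells expressing a copper-inducible Gal4–ROR gamma transactivation domain fusion. After 1 hr, copper sulfate is added to 700 uM final; luciferase is read 20 hr later.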
Rab9 promoter act – Rab9 promoter activation; Huh7 Rab9 promoter-luciferase reporter, luminescence, 24 h; Potency, µM (highest dose often 9.22 µM), without a hit: at the highest dose activation, negative = inhibition, usual class: activators; 2.8% of 320,000 active; AID 485297; further: potency means the concentration at half of the fitted maximal effect; % of control where 0% means no effect; nearly all actives have a fitted effect of over 60% in size
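Steps: seed 1500 Huh7 Rab9-luc cells per well, rest 2 h at 37 °C; add compound in DMSO; incubate 24 h; add luciferase reagent, 10 min ambient; read luminescence.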
The depositor's hits bear a star; ? = inconclusive; · = not tested or not shown; & = joins results of further samples; [ ] = dose if it differs, or a comment. Unless noted, the call rests on the fitted dose curve; in most records, active means well fitted curve in the direction sought with a large enough effect; inconclusive means small, poorly fitted or top-dose-only effect, or another doubt; inactive means no such curve, though single readings can be large; an effect the other way counts as inactive or inconclusive. An excerpt, so the mix of outcomes need not match the whole.

Molecule	Menin-MLL TR inh	FLuc counter	BRCA1 expr act	VP16 counter	PKM2 activator	NPC1 prom act	ELG1 genotoxic	p53 reactivation	Giardia kill	RORg inh	Rab9 promoter act
COc1cc(-c2[nH]ncc2CN2CCN(Cc3cccs3)CC2)cc(OC)c1OC	?	1%	-41%	-18%	-16%	-3%	6%	-4%	-1	36%	-4%
CCN(CCCNC(=O)COc1cc(=O)n(C)c2ccccc12)c1cccc(C)c1	-11%	-1%	-24%	3%	3%	-5%	3%	-12%	-8	-8%	1%
Cc1ccnc(NS(=O)(=O)c2ccc(NC(=O)c3ccccc3F)cc2)n1	-14%	-3%	-2%	-3%	1%	4%	0%	6%	5	17%	9%
CCN(CC)S(=O)(=O)c1cccc(NC(=O)/C=C/c2cccc([N+](=O)[O-])c2)c1	?	1%	-67%	-8%	1%	-4%	-3%	0%	13	?	-10%
O=C(NNS(=O)(=O)c1ccc(F)cc1)C1CCCCC1	6%	1%	19%	8%	-9%	2%	0%	-3%	8	-16%	-1%
CC(C)(C)C(=O)N1N=C(c2cccc(NS(C)(=O)=O)c2)CC1c1cccs1 (configuration not stated)	21%	-14%	-1%	7%	6%	-3%	0%	-2%	-3	19%	2%
Cc1ccc(-c2c(C(=O)N/N=C/c3ccsc3)nnn2-c2nonc2N)cc1	?	0%	-2%	20µM*	-2%	0%	0%	-1%	16	7.1µM*	-2%
CCOC(=O)C1CCCN(c2nnnn2-c2ccccc2)C1 (configuration not stated)	-17%	3%	-16%	2%	-13%	14%	2%	2%	11	3%	3%
COc1ccc(F)c(CN2CCC(N3CCC(C(=O)N4CCOCC4)CC3)CC2)c1	-17%	1%	-29%	-6%	1%	-2%	-3%	10%	4	4%	-5%
Cc1cccc(C2=NN(c3ccccc3)[C@@H](C(=O)N3CCOC3=O)[C@@H]2C)c1	?	·	-43%	7%	·	·	1%	4%	24	3%	·
CCn1c(SCC(=O)N/N=C/C=C/c2ccco2)nc2ccccc21	22%	-1%	-18%	16µM*	?	4%	0%	-3%	0	?	15%
CC(=O)c1ccc(C(=O)N2CCC(n3nccc3NC(=O)C3CC3)CC2)cc1	0%	7%	1%	-1%	-14%	-1%	1%	4%	-9	4%	7%
CCN(CC(=O)Nc1ccc(OC)cc1)C(=O)c1ccc(N2C(=O)CCC2=O)cc1	·	6%	6%	·	·	-4%	2%	-1%	26	·	-8%
COc1ccc(N2CCN(CC(=O)NCc3ccccc3)CC2)cc1	-16%	-1%	0%	6%	0%	-1%	-3%	-2%	-7	?	-6%
COc1cc2c(cc1OC)C1(Nc3c-2c(-c2ccccc2)nn3-c2ccccc2)C(=O)Nc2ccccc21 (configuration not stated)	?	1%	-72%	-9%	0%	-5%	-22%	-1%	-15	1%	-3%
CC1CCN(S(=O)(=O)c2ccc(C(=O)N(C)C3CCS(=O)(=O)C3)cc2)CC1 (configuration not stated)	·	1%	-21%	·	·	-6%	2%	-4%	1	·	3%
Cc1[nH]c2ccccc2c1/C=N/NC(=O)c1cccc([N+](=O)[O-])c1	?	?	-28%&9%	3%	3%	-7%	-4%	0%	0	?	-3%
CC(C(=O)OCC(=O)Nc1ncc(Cl)cc1Cl)N1C(=O)c2ccccc2C1=O (configuration not stated)	-1%	1%	-14%	6%	2%	-1%	10%	3%	-22	-13%	-2%
Nc1ccc(S(=O)(=O)NCC(=O)OCCOc2ccccc2)cc1[N+](=O)[O-]	·	-3%	-37%	·	·	-12%	3%	-8%	6	·	-2%
CN(CCC#N)C(=O)COC(=O)[C@H](Cc1ccccc1)N1C(=O)c2ccccc2C1=O	-11%	-2%	-28%	-19%	·	7%	0%	13%	32[activator]	?	0%
COc1ccc(C(=O)NC(C)c2nccs2)cc1OC1CCN(C(C)C)CC1 (configuration not stated)	·	2%	8%	-5%	·	17%	2%	9%	7	4%	-2%
C=CCOc1ccc(/C(O)=C2/C(=O)C(=O)N(CCCn3ccnc3)C2c2cccs2)cc1 (configuration not stated)	7%	15µM*	?	13%	1%	25%	4%	?	-1	7%	?
Cc1ccc(NC(=O)c2ccc(C)c(NC3=NC4CS(=O)(=O)CC4S3)c2)cc1C (configuration not stated)	17%	?	3%	0%	-2%	-2%	14%	·	-3	0%	0%
Cc1cc(C)c(S(=O)(=O)NCC(CCC(=O)O)C(F)(F)F)c(C)c1 (configuration not stated)	-10%	-17%	-22%	0%	1%	-4%	1%	3%	23	27%	1%
O=C1CCc2cc(S(=O)(=O)Nc3ccccc3Cl)ccc2N1	·	6%	-3%	·	·	6%	-3%	-6%	44[activator]	·	-3%
Cc1nc2sc3c(c2c(=O)n1/N=C/c1cccnc1)CCCC3	?	-11%	-1%	-4%	·	-1%	1%	-5%	15	0%	-1%
NS(=O)(=O)c1ccc(-c2ccc(/C=C3\NC(=S)NC3=O)o2)cc1	23%	?	0%	6%	7%	1%	3%	·	?	-13%	1%
CC1(C)CC(=O)C2=C(C1)OC(N)=C(C#N)C2c1ccc[nH]1 (configuration not stated)	19%	-1%	-7%	?	5%	4%	1%	6%	-7	-22%	-1%
COc1cc(C(=O)N/C(=C\c2cn(C)c3ccccc23)C(=O)N2CCOCC2)cc(OC)c1OC	-16%	2%	3%	-1%	·	-1%	1%	-14%	4	-9%	0%
CCC(CC)C(=O)Nc1cccc(C(=O)c2ccccc2)c1	16%	-11%	-32%	1%	-4%	-1%	-3%	-3%	2	5%	1%
CCOc1ccc(N(CC(=O)N2CCN(c3ccccc3OC)CC2)S(=O)(=O)c2ccc(C)cc2)cc1	-6%	1%	-30%	·	0%	1%	-4%	·	-12	·	0%
Cc1cc(=O)[nH]c(Nc2cccc(Br)c2)n1	2%	-3%	9%	-7%	2%[11.5 µM]	7%	-14%	-2%	18	?	-5%
O=C(CCS(=O)(=O)c1ccc(Cl)cc1)NCCN1C(=O)S/C(=C\c2ccccc2F)C1=O	2%	-4%	1%	?	-1%	1%	-1%	?	5	?	-5%
CS(=O)(=O)CCC(C(=O)Nc1ccc2c(c1)OCO2)N1Cc2ccccc2C1=O (configuration not stated)	-1%	?	66%	1%	·	3%	6%	?	1	24%	14%
C[C@H](NC(=O)[C@H](Cc1ccccc1)n1c(=O)[nH]c2ccccc2c1=O)C(=O)N1CCC(C(=O)O)CC1	-14%	1%	0%	1%	-13%	21%	-2%	12%	-27	-16%	-5%
CCC(C)[C@H](NC(=O)N1CCn2c1nc1ccccc12)C(=O)NCc1ccc(OC)cc1 (some centres not stated)	·	2%	-23%	-29%	·	-22%	-5%	-4%	-15	22%	-1%
CC(=O)Nc1ccc(SCC(=O)NNC(=O)CN(C)S(=O)(=O)c2ccc(C)cc2)cc1	·	3%	-47%	·	·	-7%	0%	-2%	-15	·	-2%
Cc1ccc(-c2nnc(SCC(=O)NCC3CCCO3)nc2-c2ccc(C)cc2)cc1 (configuration not stated)	·	-1%	-1%	·	·	-3%	-5%	-6%	3	·	-2%
CS(=O)(=O)N1CCC(C(=O)NCc2ccccc2)CC1	-12%	0%	15%	0%	2%	-8%	3%	-1%	17	14%	-3%
COc1ccccc1/C=C1/SC(=S)N(CCC(=O)Nc2cccnc2)C1=O	·	-10%	-35%	-8%	0%	-2%	-1%	3%	-25	22%	18%
COc1cc(NC(=O)C2CC(c3ccccc3Cl)=NO2)cc(OC)c1OC (configuration not stated)	-3%	2%	-17%	16µM*	1%	3%	-5%	-44%[inhibitor]	13	?	-4%
CC1CCN(C(=O)CN2C(=O)C(=O)N(C(C)C)C2=O)c2ccccc2S1 (configuration not stated)	·	-2%	-1%	·	·	0%	-2%	-8%	16	·	-4%
CN(C)c1ccc(NC(=O)c2cccc(N3C(=O)C4C5C=CC(C5)C4C3=O)c2)cc1 (configuration not stated)	-19%	11µM*	-30%	7%	14%	1.8µM*	?	?	-12	11%	3.2µM*
Cc1ccccc1NC(=S)NCC1CCC(CNC(=S)Nc2ccccc2C)CC1 (configuration not stated)	·	-4%	-1%	-4%	-2%	11%	-6%	-3%	1	16%	-3%
